PGK inhibitor – T. brucei PGK inhibition; AID 602233; 0.043% of 380,000 active; P07378; Potency, µM (doses to about 57.5 µM), for the others: top-dose activity change, negative = inhibition, hits mostly inhibitors; PGK/GAPDH coupled, Kinase-Glo luminescence, 60 min; note: potency is the fitted concentration of half-maximal effect; % is set by controls: 0 for no effect and ±100 for the full control effect; nearly all actives have a fitted effect of over 60% in size
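Luminescent ATP detection (Kinase-Glo Plus) follows a 60-minute room-temperature incubation, with wells lacking PGK as controls. Buffer: 100 mM TEA (pH 7.6), 5 mM MgCl2, 0.01% Tween-20. Coupling enzyme GAPDH (100 nM final) supplies unstable 1,3-BPG in-well.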
HP1b chromo inh – blocks HP1-beta chromodomain binding to methylated histone tails; P83916; AlphaScreen HP1-beta / biotin-H3K9me3 peptide binding; Potency, µM (highest dose often 114 µM), inactives show at the top dose activity change, negative = inhibition, actives largely listed as inhibitors; 0.56% of 390,000 active; note: potency is the fitted concentration of half-maximal effect; nearly all actives have a fitted effect of over 70% in size; inactives centre near 23
Target sequence (P83916 whole entry, looked up): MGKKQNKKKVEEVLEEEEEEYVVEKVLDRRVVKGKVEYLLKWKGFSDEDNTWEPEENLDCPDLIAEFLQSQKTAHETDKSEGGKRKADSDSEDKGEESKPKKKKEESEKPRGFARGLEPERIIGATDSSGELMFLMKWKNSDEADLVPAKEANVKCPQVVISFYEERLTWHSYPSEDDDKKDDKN
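AlphaScreen: HP1-beta (50 nM) preformed 30 min with biotin-H3(1-18)K9me3 peptide (50 nM) in PBS pH 7.4, 0.01% Tween-20. Compound added for 30 min at RT, then streptavidin donor/nickel chelate acceptor beads (10 ug/mL) for 30 min.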
G9a inh – inhibitors of human histone lysine methyltransferase G9a. Q96KQ7. G9a H3K9 monomethylation, AlphaScreen, 2 h. Potency, µM (top dose mostly 102 µM), for the others: top-dose activity, negative = inhibition, hits mostly inhibitors. 8.8% of 350,000 active. AID 504332; note: potency is the fitted concentration of half-maximal effect; % is set by controls: 0 for no effect and ±100 for the full control effect; nearly all actives have a fitted effect of over 75% in size
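G9a (20 nM) preincubated 15 min RT with compounds, then 500 nM biotinylated H3K9 peptide and 20 uM SAM added; 2 h RT reaction. Monomethyl-H3K9 product detected by AlphaScreen with anti-H3K9me1 antibody, streptavidin donor and anti-rabbit IgG acceptor beads.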
JMJD2A Tudor – inhibitors of human JMJD2A Tudor domain | AlphaScreen JMJD2A-Tudor / H3K4me3 peptide binding | Potency, µM (highest dose often 114 µM), inactives show top-dose activity change, negative = inhibition, hits mostly inhibitors | 4.4% of 390,000 active | AID 504339; note: potency is the fitted concentration of half-maximal effect; % is set by controls: 0 for no effect and ±100 for the full control effect; nearly all actives have a fitted effect of over 50% in size
Pin1 inhibitor – blocks the human prolyl isomerase Pin1 | Q13526 | Pin1 FP peptide displacement, HiFluor488, 10 min | Potency, µM (top dose mostly 115 µM), inactives show top-dose activity, negative = inhibition, hits mostly inhibitors | 0.009% of 390,000 active; active = well fitted inhibition curve with a large enough effect in the polarisation, with a control signal flat, not every such curve was filed as active; inconclusive = small, poorly fitted or top-dose-only effect, or effect the other way, or a change in a side signal; inactive = no such curve, though single readings can be large or run the other way; the % refers to the polarisation; note: potency is the fitted concentration of half-maximal effect; % is set by controls: 0 for no effect and ±100 for the full control effect
Target sequence (Q13526 whole entry, looked up): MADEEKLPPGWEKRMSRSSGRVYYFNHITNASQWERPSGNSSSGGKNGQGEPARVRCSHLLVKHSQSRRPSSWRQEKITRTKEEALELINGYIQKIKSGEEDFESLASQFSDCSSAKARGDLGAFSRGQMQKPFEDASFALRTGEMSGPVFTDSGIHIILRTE
GLS inhibitor – glutaminase GLS (human) inhibition. 0.21% of 410,000 active. O94925. Potency, µM (series often up to 45.5 µM), for the others: top-dose activity change, negative = inhibition, most hits filed as inhibitors. GLS enzymatic activity, qHTS titration; note: potency is the fitted concentration of half-maximal effect; % is set by controls: 0 for no effect and ±100 for the full control effect
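Compounds were pin-transferred onto hKGA, after which L-glutamine (1 mM solution) and a detection mix of glutamate oxidase, HRP and Amplex Red were added. Initial and 30 min RT fluorescence reads were collected.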
PI4K2A block – inhibitors of human PI4K2A; 0.13% of 420,000 active; purified PI4K2A, ADP-Glo luminescence, 1 h; stronger effect = lower value; AID 1346378; activity change, negative = inhibition, % at 76.9 µM; in the data active = activity change below about -50%; inconclusive = mostly about -30% to -49%;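 note: -100% = wells without enzyme as full effect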
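In this quantitative HTS, ADP production by PI4K2A was quantified luminescently after 1 h at ambient temperature; 100 microM adenosine served as plate-quality control.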
BAZ2B inh – blocks human BAZ2B | Q9UIF8 | AlphaScreen BAZ2B-H3K14Ac peptide displacement | Potency, µM (doses to about 114 µM), inactives show top-dose activity change, negative = inhibition, hits mostly inhibitors | 4.4% of 360,000 active | AID 504333; note: potency is the fitted concentration of half-maximal effect; % is set by controls: 0 for no effect and ±100 for the full control effect; nearly all actives have a fitted effect of over 60% in size
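Complex of BAZ2B and biotin-H3K14Ac (50 nM apiece) forms over 30 min at RT, then faces library compounds up to 110 uM for another 30 min; AlphaScreen beads added, 20 min dark incubation, luminescence read.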
POLH inh – blocks human DNA polymerase eta activity | Potency, µM (series often up to 114 µM), without a hit: top-dose activity change, negative = inhibition, hits mostly inhibitors | recombinant Pol eta, fluorescent DNA replication assay | 1.2% of 390,000 active; note: potency is the fitted concentration of half-maximal effect; % is set by controls: 0 for no effect and ±100 for the full control effect
Target sequence (Q9Y253 whole entry, looked up): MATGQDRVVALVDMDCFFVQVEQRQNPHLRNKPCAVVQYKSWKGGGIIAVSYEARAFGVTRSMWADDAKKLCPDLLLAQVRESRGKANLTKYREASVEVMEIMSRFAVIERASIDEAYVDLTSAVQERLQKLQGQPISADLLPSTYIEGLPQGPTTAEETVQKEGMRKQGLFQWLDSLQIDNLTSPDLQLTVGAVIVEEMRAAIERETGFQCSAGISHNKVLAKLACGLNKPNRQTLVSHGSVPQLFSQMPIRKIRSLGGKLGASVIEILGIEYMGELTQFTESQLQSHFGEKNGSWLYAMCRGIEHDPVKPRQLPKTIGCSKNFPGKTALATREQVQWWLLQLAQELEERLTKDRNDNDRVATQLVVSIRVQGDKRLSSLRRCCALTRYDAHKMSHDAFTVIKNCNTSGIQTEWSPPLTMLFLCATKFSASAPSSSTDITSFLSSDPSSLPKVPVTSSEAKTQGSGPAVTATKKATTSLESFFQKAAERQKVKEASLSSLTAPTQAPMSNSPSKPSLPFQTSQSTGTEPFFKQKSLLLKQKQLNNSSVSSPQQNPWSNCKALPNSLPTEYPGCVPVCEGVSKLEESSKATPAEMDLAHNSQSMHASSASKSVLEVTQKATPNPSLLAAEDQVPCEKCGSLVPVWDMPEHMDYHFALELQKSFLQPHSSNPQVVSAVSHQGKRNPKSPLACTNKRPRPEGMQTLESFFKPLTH
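Fluorescent replication assay: 50 nM final substrate added after a 15 min room-temperature compound preincubation with 10 nM enzyme. Signal taken at 0 min and again at 10 min.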
The depositor's hits bear a star; i = inactive; ? = inconclusive; . = no result given; & = joins results of further samples; [ ] = remark or other dose. Unless noted, calls come from the whole dose curve; as a rule, active = well fitted curve in the direction sought with a large enough effect; inconclusive = small, poorly fitted or top-dose-only effect, or another doubt; inactive = no such curve, though single readings can be large; an effect the other way counts as inactive or inconclusive. This is a subset, so the mix of outcomes need not match the whole.

# | compound | PGK inhibitor | HP1b chromo inh | G9a inh | JMJD2A Tudor | Pin1 inhibitor
1 | O=C(CSc1nc(Nc2ccccc2)nc(N2CCOCC2)n1)Nc1cccc([N+](=O)[O-])c1 | 2.0% | -14.1% | ? | ? | 8.4%
2 | O=C1NC(=O)C(=Cc2ccc(Cl)c(Cl)c2)S1 | 1.5% | 22.5% | . | -10.3% | -8.5%
3 | CC(=O)N1CCN(c2cc3c(cc2F)c(=O)c(C(=O)O)cn3C2CC2)CC1 | -6.7% | 29.5% | 50.1µM* | -8.0% | -1.6%
4 | CCc1nonc1NC(=O)c1oc2cc(C)c(Cl)cc2c1C | -3.8% | 22.8%[57 µM] | 1.8% | -4.6%&-9.7% | 0.7%&-1.7%
5 | CN1C(=O)c2cccc3c(S(N)(=O)=O)ccc1c23 | -0.4% | 48.1%[activator] | 1.4% | 0.0% | -3.3%
6 | O=C(NC(=S)Nc1ccc(Cl)cn1)c1cc([N+](=O)[O-])ccc1N1CCOCC1 | -1.8% | 22.3% | . | -1.8% | 1.4%
7 | Cc1ccc(-c2nnc(SCC(N)=O)nc2-c2ccc(C)cc2)cc1 | 4.3% | 11.5% | -6.6% | -23.9% | -1.8%
8 | CC(C)N1CCN(C2CSCCSC2)CC1CCO (centres undefined) | -3.5% | 27.6% | ? | -17.7% | 8.8%
9 | COCCSc1ccccc1C(=O)Nc1cc(C)cc(C)c1 | -6.7% | 51.8%[activator] | 4.47µM* | 0.6% | 4.5%
10 | Nc1c(NCCN2CCCCC2)c2ccccc2oc1=O | -3.5% | 27.4% | . | -11.8% | 3.3%
11 | C(/C=C/c1ccccc1)=N/N1CCN(c2ccccc2)CC1 | -8.5% | -4.6% | ? | -24.5% | -13.0%
12 | O=C(NC1CC(=O)N(c2cccc(F)c2)C1)c1ccc2c(c1)OCO2 (centres undefined) | i | 37.7% | -3.1%[59 µM] | 3.6% | -0.7%
13 | C[C@H](CO)N1C[C@H](C)[C@@H](CN(C)CC2CCCCC2)Oc2c(NC(=O)C3CC3)cccc2C1=O | 2.6% | 18.9% | . | -26.2% | 2.8%
14 | O=c1c2ccccc2nc(N/N=C/c2c(O)ccc3ccccc23)n1O | -6.2% | -14.9% | ? | 50.1µM* | ?
15 | O=C(O)C1CCN(c2ncccn2)CC1 | -7.5% | 45.0%[activator] | -8.9% | -16.5% | 3.1%

# | GLS inhibitor | PI4K2A block | BAZ2B inh | POLH inh
1 | 0.2% | 2.3 | ? | -30.4%
2 | -11.8% | -3.3 | . | -18.0%
3 | -8.2% | -0.7 | -38.8% | -8.8%
4 | -5.1%&-0.6% | -3.3&-1.4 | -29.3%&1.7% | -6.0%
5 | -4.4% | 8.8 | 0.2% | -11.6%
6 | 1.9% | -3.6 | 1.2% | -7.7%
7 | -7.1% | 0.5 | -19.3% | -6.7%
8 | -7.3% | 0.2 | -12.4% | -17.4%
9 | 2.5% | 0.4 | 0.0% | -25.9%
10 | -1.7% | 0.0 | ? | -10.1%
11 | 3.2% | -3.3 | -7.2% | -1.1%
12 | 3.0% | -2.8 | 1.9% | -5.9%
13 | 20.9% | 0.7 | . | -21.0%
14 | 35.7%[activator] | -2.3 | 28.2µM* | ?
15 | 2.7% | 3.4 | 2.6% | 5.0%

(list continues)
# | compound | PGK inhibitor | HP1b chromo inh | G9a inh | JMJD2A Tudor | Pin1 inhibitor
16 | CCCCNC(=O)CC1N=C2c3ccccc3N=C(SCC(=O)Nc3cccc(OC)c3)N2C1=O (centres undefined) | -0.4% | 27.4% | ? | -6.5% | -1.8%
17 | COc1ccc(NC(=O)CSc2c3c(nc4cc(Cl)ccc24)CCCC3)cc1OC | 3.0% | -1.6% | -11.0%[59 µM] | -29.1% | -0.9%
18 | Fc1ccccc1N1CCN(C(c2ccccn2)c2nnnn2C2CCCCC2)CC1 (centres undefined) | -6.2% | 16.1% | 14.1µM* | -27.9% | -7.3%
19 | O=C(Nc1ccc2c(c1)OCCO2)c1cc2ccccc2o1 | -0.4% | 42.4%[activator] | 1.5% | -3.4% | 4.3%
20 | O=C(OCc1cncs1)c1cccs1 | 0.0% | 37.8% | . | -6.4% | 5.2%
21 | O=c1cc(N2CCCC2)[nH]c(=O)n1-c1ccc(Cl)cc1 | -6.3% | 18.5% | -12.8%[59 µM] | -8.6% | -3.8%
22 | CCC(CO)N=CC1=C(O)C(C(=O)c2ccccc2)CCC1=O (centres undefined) | -6.2% | 31.6%[activator] | -2.5% | 12.0% | -0.9%
23 | COCCCNC(=O)CN(CCc1ccccc1)S(=O)(=O)c1ccc(C)cc1 | 2.1% | 10.0% | -26.5% | -12.8% | -1.0%
24 | CCCn1c(=O)c(Cc2ccccc2)c(O)c2ccccc21 | -3.3% | 15.5% | -15.0% | -35.2% | -1.4%
25 | CCCOc1ccc(C(=O)NC2CCSc3ccccc32)cc1 (centres undefined) | -5.6% | 21.6% | 3.3% | -0.7% | 1.7%
26 | CCOc1ccc(C(=O)Nc2ccc(Cc3ccncc3)cc2)cc1Br | -4.7% | 25.5% | 3.1%[59 µM] | -23.8% | 1.1%
27 | CCOCCCNC(=S)N1C2CCC1CC(NC(=O)NC13CC4CC(CC(C4)C1)C3)C2 (centres undefined) | i | 18.1% | 4.0%[59 µM] | -2.6% | -11.3%
28 | NNC(=O)CSc1nc(-c2ccccc2)cn1-c1ccccc1 | -8.5% | 32.3% | 7.7%[59 µM] | -18.9% | -0.3%
29 | Cn1c(=O)c2c(SCc3c(F)cccc3Cl)nc(CC(C)(C)C)nc2n(C)c1=O | i | 39.8%[activator] | -5.4%[59 µM] | 0.0% | 0.5%
30 | CCOC(=O)c1c(NC(=O)c2cc(=O)c3cc(C)ccc3o2)sc2c1CCCC2 | -7.0% | 41.5%[activator] | -1.5%[59 µM] | -2.1% | -7.3%

# | GLS inhibitor | PI4K2A block | BAZ2B inh | POLH inh
16 | 7.08µM* | 5.0 | 4.6% | 4.7%
17 | 11.0% | -3.2 | -34.6% | -12.0%
18 | 2.3% | -0.8 | 79.4µM* | -17.6%
19 | -1.5% | -1.5 | 2.4% | -28.3%
20 | 4.2% | -2.1 | -1.2% | -15.0%
21 | 12.3% | -3.4 | 0.9% | -10.2%
22 | -5.5% | 3.2 | -21.9% | -14.5%
23 | 7.1% | 4.3 | 1.5% | -20.0%
24 | -2.7% | -1.4 | 8.9% | -4.5%
25 | -23.4% | 4.8 | 24.6% | -8.4%
26 | 5.6% | 1.4 | -24.0% | -7.7%
27 | -0.9% | -2.5 | 1.1% | -5.9%
28 | 19.7% | -1.2 | -33.6% | -11.5%
29 | -1.2% | 2.9 | 0.2% | -7.1%
30 | -10.1% | 6.1 | -3.2% | -21.7%

Next section.
# | compound | PGK inhibitor | HP1b chromo inh | G9a inh | JMJD2A Tudor | Pin1 inhibitor
31 | Cc1ccc(NC(=O)COC(=O)C(NS(=O)(=O)c2ccc(Cl)cc2)C(C)O)cc1C (centres undefined) | -0.6% | 40.7%[activator] | ? | -0.4% | 2.6%
32 | CC1CCCC(NC(=O)COC(=O)/C=C/c2ccc(S(=O)(=O)N3CCOCC3)cc2)C1C (centres undefined) | -8.4% | -13.3% | 1.6%[12.7 µM] | -14.1% | ?
33 | CCn1c(SCC(=O)Nc2ccc(OC)c(OC)c2)nnc1-c1cccs1 | -3.9% | 30.9% | 9.9% | -2.2% | -9.7%
34 | O=C(NCc1ccccn1)Nc1ccc2c(c1)OCO2 | 5.8% | 13.5% | -29.7%[59 µM] | 13.5% | -2.4%
35 | COCCCNC(=O)c1ccc(Cn2c(=O)c3ccccc3n(CC(=O)Nc3ccc(C)cc3C)c2=O)cc1 | -1.3% | 26.7% | 14.2%[59 µM] | 4.1% | ?
36 | COc1ccccc1NC(=O)CCC(=O)OC(C)C(=O)c1ccccc1 (centres undefined) | i | 9.2% | -6.2% | -13.0% | 0.9%
37 | Cc1ccc(NC(=O)NNC(=O)c2ccccc2)cc1 | i | 30.1% | 13.3% | -4.8% | 5.6%
38 | C=CCn1c(SCC(=O)Nc2cc(C)c(Cl)cc2OC)nnc1-c1ccco1 | -1.7% | -2.2% | ? | -34.3% | -0.4%
39 | CCN(CCn1cccn1)C(=O)CCc1nnc(-c2ccc3c(c2)OCO3)o1 | i | 24.3% | -8.9% | 0.0% | 1.4%
40 | COc1ccccc1/C=C/C(=O)OCC(=O)c1c(N)n(C)c(=O)n(C)c1=O | -3.3% | 7.8% | 10.9%[59 µM] | -8.6% | 1.2%
41 | Cc1ccc(C(=O)NCC(=O)NC2CCCCCC2)cc1 | 0.3% | 8.3% | ? | -4.8% | 0.8%

# | GLS inhibitor | PI4K2A block | BAZ2B inh | POLH inh
31 | -0.8% | -0.6 | 5.0% | -16.9%
32 | 2.8% | -2.0 | 2.6% | -6.6%
33 | 1.1% | -3.4 | 9.9% | -18.6%
34 | 20.8% | 1.9 | 4.2% | -1.6%
35 | -8.6% | 0.4 | 7.2% | -15.1%
36 | -10.3% | 1.3 | 10.6% | -3.8%
37 | 19.6% | -8.8 | -31.3% | -11.9%
38 | -18.2% | 4.8 | -35.2% | -16.0%
39 | 6.0% | 2.9 | 2.9% | -16.4%
40 | 3.2% | 0.5 | 1.6% | -15.4%
41 | 2.7% | -0.6 | 5.5% | 0.0%

Reprinted at random: 2 records from the list
# | compound | PGK inhibitor | HP1b chromo inh | G9a inh | JMJD2A Tudor | Pin1 inhibitor
34 | O=C(NCc1ccccn1)Nc1ccc2c(c1)OCO2 | 5.8% | 13.5% | -29.7%[59 µM] | 13.5% | -2.4%
37 | Cc1ccc(NC(=O)NNC(=O)c2ccccc2)cc1 | i | 30.1% | 13.3% | -4.8% | 5.6%

# | GLS inhibitor | PI4K2A block | BAZ2B inh | POLH inh
34 | 20.8% | 1.9 | 4.2% | -1.6%
37 | 19.6% | -8.8 | -31.3% | -11.9%

Compound activity deposited in PubChem BioAssay by National Center for Advancing Translational Sciences (NCATS).
